PMI act hi M6P: human PMI activators, high substrate, primary screen, biochemical, fluorescence intensity, near-saturating mannose 6-phosphate | coupled PMI enzyme assay, resazurin fluorescence, 20 min; stronger effect = higher value; 1 = untreated enzyme, 0 = substrate-free blank | 190,000 compounds, 0.34% hits | activation factor at 20 µM;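 active means activation factor of 2 or more at 20 µM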
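Test system: human phosphomannose isomerase with PGI, G6PDH, diaphorase coupling enzymes; amount: 15 ng/mL PMI; incubation: enzyme reaction with compound 20 min at room temperature; technique: resorufin fluorescence (Ex 544/Em 590 nm) from resazurin via diaphorase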
bIAP activator: bovine intestinal alkaline phosphatase activators, primary screen, biochemical, bovine IAP, CDP-star luminescence; 200,000 compounds, 0.17% hits; purified bovine IAP, 30 min; stronger effect = higher value; fold of DMSO-control signal, blank-subtracted; alkaline phosphatase, intestinal [Bos taurus]; activation factor at 20 µM;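 active means activation factor of 2 or more at 20 µM, a signal rise over negative controls twice the positive control's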
TNAP act hiacc: TNAP activators at high phosphate acceptor level, primary screen, biochemical, luminescence, uHTS | activation factor at 20 µM | 200,000 tested, under 10 active | Alkaline phosphatase, tissue-nonspecific isozyme (Homo sapiens), P05186 | purified TNAP, CDP-star luminescence, 1 M DEA, 30 min; stronger effect = higher value; 0 = EDTA background, 1 = DMSO-only activity;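 active means activation factor at least 2 at 20 µM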
Target sequence (P05186 whole entry, looked up): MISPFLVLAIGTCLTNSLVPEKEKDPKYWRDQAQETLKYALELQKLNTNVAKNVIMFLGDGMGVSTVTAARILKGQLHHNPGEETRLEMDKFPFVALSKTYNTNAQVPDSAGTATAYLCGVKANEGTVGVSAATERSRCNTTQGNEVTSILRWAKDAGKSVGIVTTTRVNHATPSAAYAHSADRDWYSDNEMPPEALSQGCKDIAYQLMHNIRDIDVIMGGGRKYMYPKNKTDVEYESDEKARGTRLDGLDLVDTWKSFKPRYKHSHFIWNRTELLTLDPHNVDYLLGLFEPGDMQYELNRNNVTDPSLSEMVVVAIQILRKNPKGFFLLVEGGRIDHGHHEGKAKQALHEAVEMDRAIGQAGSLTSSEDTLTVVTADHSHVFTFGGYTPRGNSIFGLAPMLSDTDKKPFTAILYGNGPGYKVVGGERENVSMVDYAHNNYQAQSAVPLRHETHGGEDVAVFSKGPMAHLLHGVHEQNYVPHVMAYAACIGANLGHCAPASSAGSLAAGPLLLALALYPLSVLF
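system = human TNAP | amount = enzyme diluted 1/800 final | reagent = 100 µM CDP-star substrate | signal = luminescent substrate turnover signal | dosing = one dose, 20 µM | benchmarks = EDTA negative control, DMSO positive control | measure = activation factor | timing = 30 min reaction, room temperature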
FLuc inh counter: firefly luciferase enzyme inhibitors, primary screen, artefact control for luciferase-based inhibitor screens, biochemical, luminescence, ATPLite | 10 min | inhibition, % at 10 µM | 200,000 compounds, 1.5% hits | AID 1006, 2008;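 active means inhibition above about 50% when tested at 10 µM, limit read from the data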
Target sequence (P08659 whole entry, looked up): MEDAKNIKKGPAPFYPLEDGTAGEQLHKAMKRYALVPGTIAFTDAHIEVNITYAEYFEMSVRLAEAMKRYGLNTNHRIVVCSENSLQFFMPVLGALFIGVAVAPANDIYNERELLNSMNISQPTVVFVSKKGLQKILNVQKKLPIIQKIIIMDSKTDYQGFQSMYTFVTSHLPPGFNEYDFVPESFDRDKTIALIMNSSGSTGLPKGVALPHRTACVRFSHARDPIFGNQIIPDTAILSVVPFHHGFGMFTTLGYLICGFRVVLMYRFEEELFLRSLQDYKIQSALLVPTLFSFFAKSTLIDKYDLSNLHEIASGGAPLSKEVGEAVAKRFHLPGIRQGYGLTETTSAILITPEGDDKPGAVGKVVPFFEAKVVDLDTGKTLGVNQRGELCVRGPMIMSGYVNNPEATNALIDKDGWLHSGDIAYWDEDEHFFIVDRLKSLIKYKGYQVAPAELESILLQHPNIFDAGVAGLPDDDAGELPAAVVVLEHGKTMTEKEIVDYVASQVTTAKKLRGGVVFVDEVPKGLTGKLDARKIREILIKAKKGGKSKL
TNAP inh no acc: human TNAP enzyme inhibitors, primary screen, biochemical, luminescent, no phosphate acceptor, uHTS; Alkaline phosphatase, tissue-nonspecific isozyme (Homo sapiens), P05186; purified TNAP, CDP-star luminescence, 30 min; inhibition, % at 20 µM; 200,000 compounds, 0.26% hits; AID 1012, 2008;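 active means tissue-nonspecific alkaline phosphatase inhibition above about 50% at 20 µM in the single-dose screen, limit read from the data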;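 further: 0% = DMSO negative control and 100% = EDTA positive control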
APP 5'UTR act: activators of APP 5'UTR luciferase reporter, primary screen, SH-SY5Y cells; SH-SY5Y APP 5'UTR luciferase reporter, luminescence; zero percent = DMSO vehicle wells; activation, % at 2 µM; 190,000 compounds, 1% hits; AID 1276, 2008;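 active means activation above a set limit, based on mean plus 3 SD of controls, cut at about 140% in these data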; further: values of inactives mirror those of a sister screen read the other way
PMI act: activators of human PMI, primary screen, biochemical, fluorescence intensity, near-Km mannose 6-phosphate; activation factor at 20 µM; AID 1214, 2008; purified human PMI, coupled resazurin fluorescence, 20 min; stronger effect = higher value; 1 = vehicle control, 0 substrate-free wells; 190,000 compounds, 0.005% hits; Mannose-6-phosphate isomerase (Homo sapiens), P34949;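 active means activation factor of 2 or more at 20 µM, relative to plate controls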
FLuc stim CS: FLuc activators, initial screening, artefact control for FLuc-dependent activation tests, biochemical, ATPlite luminescence; Luciferin 4-monooxygenase (Photinus pyralis), P08659; ATPlite luciferase biochemical, 10 min; 0 = ATP-free wells, 1 = DMSO control; activation factor at 10 µM; 200,000 tested, under 10 active; AID 1027, 2008;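 active means luciferase activation factor, scaled between plate controls, of at least 2 with compound at 10 µM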
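Assay system: Luciferase/luciferin reagent mix; Medium: PBS as buffer for the ATP substrate; Dosing: test compounds dosed from 2 mM stocks in 100% DMSO; Times: 10 min, room temperature; Signal: luminescence from luciferase reaction; Read-out: luciferase activation; Controls: No-ATP low control, compound-free enzyme-plus-ATP high control.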
NF-kB neuron act: activators of NF-kB expression in neurons, primary screen, cell-based, HTS | human neuronal cells, NF-kB reporter expression; stronger effect = higher value | fold change at 12.5 µM | 190,000 compounds, 1.6% hits | AID 1239, 2008; in the data active means fold change above about 3.3
TNAP inh hi DEA: human TNAP enzyme inhibitors, primary screen, biochemical, luminescent, high phosphate acceptor level, uHTS | Alkaline phosphatase, tissue-nonspecific isozyme (Homo sapiens), P05186 | purified TNAP, CDP-star luminescence, 1 M DEA | inhibition, % at 20 µM | 200,000 compounds, 0.03% hits;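 active means over 50% inhibition of tissue-nonspecific alkaline phosphatase at 20 µM in the single-dose screen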;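 further: plate controls were DMSO wells for no effect and EDTA-quenched wells as full inhibition for full effect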
Starred values were filed as active, the others as inactive.

SMILES	PMI act hi M6P	bIAP activator	TNAP act hiacc	FLuc inh counter	TNAP inh no acc	APP 5'UTR act	PMI act	FLuc stim CS	NF-kB neuron act	TNAP inh hi DEA
O=C(Nc1ccccc1F)c1ccc(COc2ccc(Cl)cc2Cl)o1	0.9	1.2	1	-7	-6	14	1	1.1	1.5	-5
O=C(CCC1CCCCC1)Nc1c[nH]c(=O)[nH]c1=O	1	0.9	1	-5	-19	3	1	1.1	1.1	-4
Cc1ccc2nc(SCC(=O)Nc3cccc(S(=O)(=O)N(C)C)c3)[nH]c2c1	0.9	0.9	1	-1	-21	9	0.8	1	0.84	1
COC(=O)Cc1ccc2sc(-c3ccccc3)nc2c1	0.9	0.5	1.1	83*	-4	173*	0.9	0.2	9.2*	-7
Cn1c(Cn2c(=O)sc3ccccc32)nnc1SCC(=O)Nc1ccccc1	1.1	0.9	1	-4	-13	-5	1	1	1.2	-3
Cc1c(Cl)c(=O)oc2cc(OCC(=O)NCc3cccs3)ccc12	1.1	0.8	1	-5	-3	8	1	1.1	0.91	-1
CCN(CC)S(=O)(=O)c1cc(NC(=O)COC(=O)CCc2nc3ccccc3s2)ccc1C	0.9	0.9	1	-3	-5	9	0.8	1	0.92	1
COC(=O)C1=C(C(=O)OC)C(c2ccc(OC)c(OC)c2)c2sc(=O)[nH]c2S1 (configuration not stated)	0.7	1	0.9	-6	-4	20	0.7	1.1	0.96	6
O=C(CNC(=O)c1ccco1)NCC(=O)OCc1ccc(C(=O)Oc2ccc(Cl)cc2)cc1	1	0.9	1.1	-5	-4	-16	1	1	1.2	-6
CCOC(=O)c1ccc(N2CSC3=C(C#N)C(c4cccs4)CC(=O)N3C2)cc1 (configuration not stated)	0.6	0.9	1.1	-11	-10	-7	0.9	1.1	1.3	-8
c1ccc(Cc2noc(CN3CCN(CCOc4ccccc4)CC3)n2)cc1	1.1	1	1	-2	-2	8	1	1	1.6	-1
Cc1cccc2cc(CN(C(=S)NCC(C)C)C3CCCC3)c(=O)[nH]c12	0.9	0.8	1	0	-13	-13	0.9	1	0.72	-3
CN(c1ccc(C(=O)NC2CC3CCC2C3)cc1)S(C)(=O)=O (configuration not stated)	1.1	0.9	1	1	-11	-8	1.1	1	0.98	1
O=C(COc1ccc(Br)cc1F)N1CCN(c2ncccn2)CC1	0.9	1.1	1.1	-8	-10	7	1	1.1	1.3	-6
CC(=O)Nc1ccc(NS(=O)(=O)C(F)(F)F)cc1	1	1	1	-3	-7	11	0.9	1	1.1	0
COc1ccccc1N1CCN(C(CNC(=O)c2ccco2)c2cccnc2)CC1 (configuration not stated)	1	0.9	1	-7	-15	-7	1	1.1	0.81	-5
CCOc1c(CNCc2ccc(C(=O)O)cc2)cccc1OC	1	1.1	1	-9	-3	2	1.2	1.1	0.92	-2
Cc1ccnc(NC(=O)CN(C)S(=O)(=O)c2cccc3nsnc23)c1	0.9	1	1	-10	-1	2	1.1	1.1	0.92	-4
Cc1cc(Br)ccc1NC(=O)CCSc1ccccc1	1	1	1	-8	0	8	1	1.1	1.4	-4
CC1Cn2c(COc3ccccc3)nnc2S1 (configuration not stated)	1.1	0.9	1	-7	-8	1	1.1	1.1	1.2	1
Cc1ccc(/C(N)=N/OC(=O)CCC2CCCC2)cc1	1	0.9	1.1	5	-16	23	1	0.9	1.3	-7
Cc1nn(C)c(Cl)c1CN1CCCC(CCC(=O)NCc2ccccc2F)C1 (configuration not stated)	0.9	1.1	1	-3	-3	1	0.9	1	1	-2
CC(C)C(NC(=O)OCc1ccccc1)C(=O)OCC(=O)NCc1ccco1 (configuration not stated)	1.1	1	1	-8	-2	9	1	1.1	1.1	0
COc1ccc(Cn2nnnc2C(c2ccc(N(C)C)cc2)N2CCC(C(N)=O)CC2)cc1 (configuration not stated)	1	1	1.1	-7	-13	2	1	1.1	1.3	-6
CC(C)C(NC(=O)COc1ccccc1)C(=O)O (configuration not stated)	1	0.9	1	-8	-11	2	0.9	1.1	1.4	-2
SMILES	PMI act hi M6P	bIAP activator	TNAP act hiacc	FLuc inh counter	TNAP inh no acc	APP 5'UTR act	PMI act	FLuc stim CS	NF-kB neuron act	TNAP inh hi DEA
Cc1ccc(S(=O)(=O)N/N=C/c2ccc(OS(=O)(=O)c3ccc(C)c([N+](=O)[O-])c3)cc2)cc1	1.2	1	1	-2	-11	-2	1	1	0.78	-4
COc1ccc(/C=N/n2c(-c3n[nH]c4c3CCC4)n[nH]c2=S)cc1OC	0.8	1	1	12	-108	-4	0.8	0.9	0.91	-3
O=C(Nc1ccc2c(c1)N(Cc1ccccc1)C(=O)c1ccccc1S2)NC1CC1	0.8	1.5	1.2	-7	-35	3	0.9	1.1	1	-16
CS(=O)(=O)N1CCN(C/C=C/c2ccccc2)CC1	1	1	1.1	0	-9	-2	1	1	0.47	-9
Cc1cc(C)cc(NC(=S)N(Cc2cccc(Br)c2)CC2CCC(C(=O)O)CC2)c1 (configuration not stated)	0.9	1.1	1	-4	-10	-3	0.9	1	0.98	-4
O=C(CSc1nc2ccsc2c(=O)n1Cc1ccccc1)NCC1CCCO1 (configuration not stated)	0.9	1.1	1	-3	-11	5	1	1	0.95	-3
CCN(CC)S(=O)(=O)c1ccc(N2CCCCC2)c(NC(=O)/C=C/c2cc(OC)c(OC)c(OC)c2)c1	1	0.8	1	-11	-8	-12	0.9	1.1	0.5	-2
Cc1nc(N2CCCCC2)c2c(C)c(C(=O)Nc3cccc(C(F)(F)F)c3)sc2n1	1	0.8	1	-8	-5	10	0.9	1.1	1.2	-3
COCCCNC(=S)NCCNc1nc2c(C)c(C)ccc2cc1C#N	2.8*	1	1.1	-9	-7	12	1.7	1.1	1.2	-6
COc1ccc2cc(CN(Cc3cccnc3)S(=O)(=O)c3ccccc3)c(=O)[nH]c2c1	0.7	0.9	1	-3	-7	-8	0.9	1	0.54	-4
CC(=O)c1ccc(NC(=O)CSc2nc(=O)cc(N)n2-c2ccccc2)cc1	0.9	1	1	-4	-8	53	0.9	1	0.94	-5
CCOC(=O)c1ccc(N=Cc2nc(-c3ccccc3)oc2OC(C)=O)cc1	1	0.9	1	-2	-10	-17	0.9	1	1.1	-3
COc1ccc(-c2nnc(-c3ccc(N(C)C)cc3)o2)cc1	0.9	0.9	1	12	-14	-7	0.9	0.9	2.2	-3
Cn1ncc(Cl)c1C(=O)N1CCCc2ccccc21	1	0.9	1.1	-7	-15	15	1	1.1	0.99	-7
COC(=O)c1ccccc1NC(=O)c1cnn2c(C(F)F)cc(C3CC3)nc12	1	0.9	1	-4	-6	-6	1	1	0.97	-4
CC(C)C1NC2(C(=O)c3ccccc3C2=O)C2C(=O)N(c3ccc(F)cc3)C(=O)C12 (configuration not stated)	1.3	1	1.1	-4	-10	7	1.2	1	1.2	-6
Cn1c(=O)oc2cc(S(=O)(=O)NCCC(=O)N3CC=C(c4ccccc4)CC3)ccc21	0.7	1	1	0	-4	-8	0.9	1	0.87	-2
c1ccc(CN2CCN(c3ncnc4c3[nH]c3ccccc34)CC2)cc1	0.9	1	1.1	-3	-7	-6	0.8	1	0.27	-6
CC(C)(C)C(=O)NC(=S)Nc1ccccc1N1CCCC1	1.1	0.9	1	-6	-1	2	1	1.1	1.3	-5
Cc1cccc(NC(=O)NCCc2c[nH]c3ccccc23)c1	1	0.9	1.1	-6	8	-4	1	1.1	1.4	-6
O=C(O)C1CC(O)CN1C(=S)Nc1ccccc1 (configuration not stated)	1.1	1	1	-1	-2	-11	1	1	0.98	1
CCCCn1nnc(NC(=O)COc2cc(C)ccc2C(C)C)n1	0.8	0.9	1	-6	-7	13	0.8	1.1	1.1	0
CCN1C(=O)C(CC(=O)NC2CCCCC2)N(CC)C1=O (configuration not stated)	0.9	1	1	-4	-6	-5	0.9	1	1	1
O=C(CSc1nc2ccccc2s1)Nc1ccc(Cl)c(S(=O)(=O)N2CCOCC2)c1	0.9	0.8	1	-16	0	-13	0.9	1.2	0.87	-4
CC(C)C(NC(=O)c1ccco1)C(=O)NCC(c1ccco1)N1CCCCC1 (configuration not stated)	0.9	1.1	1	-4	-7	0	0.8	1	0.93	0
SMILES	PMI act hi M6P	bIAP activator	TNAP act hiacc	FLuc inh counter	TNAP inh no acc	APP 5'UTR act	PMI act	FLuc stim CS	NF-kB neuron act	TNAP inh hi DEA
CC(=O)OCCOc1nc(NC(C)C)nc(NC(C)C)n1	1	1	1	-5	-3	-6	1.1	1.1	1.4	-1
CCOC(=O)N/N=C\c1sccc1C	1	0.9	1	-4	-12	-28	1	1	0.97	0
CN1CCCN(C(=O)/C=C/c2ccc(Cl)cc2Cl)CC1	1.1	0.9	1	0	1	23	1.2	1	0.95	-5
CC(Oc1ccccc1Br)C(=O)N1CCc2ccccc21 (configuration not stated)	1	0.9	1.1	7	-9	37	0.9	0.9	1.3	-6
C=CCSc1nc(C)c2cc(C)cc(C)c2n1	0.9	0.7	1	-1	-5	-6	0.9	1	1.2	2
Cc1cccc(Cc2c(C)[nH]c(=O)c(C#N)c2C)c1	1	1	1	-2	-7	9	1	1	0.91	-4

Single records (already shown). Values in the order: PMI act hi M6P | bIAP activator | TNAP act hiacc | FLuc inh counter | TNAP inh no acc | APP 5'UTR act | PMI act | FLuc stim CS | NF-kB neuron act | TNAP inh hi DEA
Cc1cccc(Cc2c(C)[nH]c(=O)c(C#N)c2C)c1 is entered as 1 | 1 | 1 | -2 | -7 | 9 | 1 | 1 | 0.91 | -4
CCOC(=O)N/N=C\c1sccc1C is entered as 1 | 0.9 | 1 | -4 | -12 | -28 | 1 | 1 | 0.97 | 0
CN1CCCN(C(=O)/C=C/c2ccc(Cl)cc2Cl)CC1 is entered as 1.1 | 0.9 | 1 | 0 | 1 | 23 | 1.2 | 1 | 0.95 | -5
CC(Oc1ccccc1Br)C(=O)N1CCc2ccccc21 (configuration not stated) is entered as 1 | 0.9 | 1.1 | 7 | -9 | 37 | 0.9 | 0.9 | 1.3 | -6
CC(=O)OCCOc1nc(NC(C)C)nc(NC(C)C)n1 is entered as 1 | 1 | 1 | -5 | -3 | -6 | 1.1 | 1.1 | 1.4 | -1

From PubChem
